Screens: PubChem BioAssay, National Center for Advancing Translational Sciences (NCATS)
AmpC inh no detg: blocks E. coli AmpC beta-lactamase in detergent-free assay. P00811. AmpC nitrocefin hydrolysis, absorbance 480 nm, 0.0001% Triton. Potency, µM (highest dose often 57.1 µM), inactives show at the top dose activity change, negative = inhibition, hits mostly inhibitors. 330,000 tested, 0.52% active;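 also: potency is read from the fitted curve at half-maximal effect; plate controls were no compound for no effect and no enzyme for full effect; nearly all actives have a fitted effect of over 20% in size; some results filed as inactive show a strong effect at the top dose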
Target sequence (P00811 whole entry, looked up): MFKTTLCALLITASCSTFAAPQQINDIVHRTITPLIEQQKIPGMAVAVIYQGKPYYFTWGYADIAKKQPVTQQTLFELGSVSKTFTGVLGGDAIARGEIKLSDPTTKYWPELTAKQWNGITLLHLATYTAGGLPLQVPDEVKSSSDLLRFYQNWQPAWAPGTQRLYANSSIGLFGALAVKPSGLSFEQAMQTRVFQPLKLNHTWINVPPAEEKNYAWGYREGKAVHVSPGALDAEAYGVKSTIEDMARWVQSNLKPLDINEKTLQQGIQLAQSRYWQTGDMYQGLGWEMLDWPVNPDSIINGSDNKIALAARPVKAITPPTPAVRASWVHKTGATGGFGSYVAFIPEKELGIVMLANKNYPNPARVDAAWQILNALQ
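20 mM phosphate pH 7.0 + 0.01% (detergent screen) or 0.0001% Triton X-100; 5.3 nM AmpC reagent; cpd preinc 15 min RT; nitrocefin (800 uM stock) to start; A480 q20 s × 4 min; Activity was normalised to no-enzyme and no-compound control wells.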
AmpC detergent: blocks E. coli AmpC beta-lactamase in detergent assay; Potency, µM (highest dose often 114 µM), for inactives: at the highest dose activity change, negative = inhibition, most hits filed as inhibitors; 370,000 tested, 0.041% active; AmpC hydrolysis of nitrocefin, absorbance 480 nm, 0.01% Triton; AID 485294;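 also: potency is read from the fitted curve at half-maximal effect; 0% = no-compound wells and -100% = no-enzyme wells; nearly all actives have a fitted effect of over 25% in size; some results filed as inactive show a strong effect at the top dose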
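AmpC (5.3 nM in the dispensed reagent) in 20 mM phosphate pH 7.0 with 0.01% (detergent screen) or 0.0001% Triton X-100 was preincubated with compounds for 15 min at room temperature. Nitrocefin was then added from an 800 uM solution, and hydrolysis was followed at 480 nm.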
AMA1-RON2 inh: disrupts binding of P. falciparum AMA1 to RON2 | AID 720542 | AlphaScreen AMA1-biotinylated RON2 peptide binding | 360,000 tested, 0.2% active | Potency, µM (doses to about 58.2 µM), without a hit: at the top dose activity change, negative = inhibition, hits mostly inhibitors;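 also: potency is read from the fitted curve at half-maximal effect; 0% = vehicle wells and -100% = peptide control; nearly all actives have a fitted effect of over 45% in size; some results filed as inactive show a strong effect at the top dose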
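AMA1 (3D7) with his tag at 25 nM final met compounds first, then biotinylated RON2 peptide at 25 nM; detection used donor plus acceptor beads, 10 µg/mL apiece, read by AlphaScreen after 30 min at room temperature.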
HCMV antiviral: human cytomegalovirus inhibition. AID 1259415. HFF cells, HCMV-luciferase reporter, 72 h; active compounds read low. 410,000 tested, 4.5% active. activity change, negative = inhibition, % at 57.5 µM; in the data active = activity change below about -60%; inconclusive = no clear call, values can overlap the other calls; inactive = above about -39%
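Screen run at 2 compound doses on HFFs infected with reporter HCMV, MOI 1 PFU/cell. Luciferase activity from cell lysates at 72 h post infection gave inhibition relative to buffer-only and Salinomycin wells.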
Tb PYK inh: inhibitors of Trypanosoma brucei pyruvate kinase | Q57TT1 | 410,000 tested, 0.12% active | TbPYK enzyme, Kinase-Glo Plus ATP luminescence, 45 min | Potency, µM (top dose mostly 76.8 µM), for the others: top-dose activity, negative = inhibition, actives largely listed as inhibitors | AID 624173; also: potency is read from the fitted curve at half-maximal effect; nearly all actives have a fitted effect of over 50% in size
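TbPYK + substrate in 50 mM TEA pH 7.2, 100 mM KCl, 10 mM MgCl2, 0.05% BSA, 0.01% Tween-20; cpd pinned; ADP 130 uM final; 45 min RT; Kinase-Glo Plus 10 min; luminescence endpoint.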
LmPK inh: LmPK (Leishmania mexicana) enzyme inhibition; Potency, µM (highest dose often 57.5 µM), without a hit: at the highest dose activity change, negative = inhibition, actives largely listed as inhibitors; AID 1721; purified LmPK, Kinase-Glo ATP luminescence, 1 h; Q27686; 290,000 tested, 0.37% active; also: potency is read from the fitted curve at half-maximal effect
Target sequence (Q27686 whole entry, looked up): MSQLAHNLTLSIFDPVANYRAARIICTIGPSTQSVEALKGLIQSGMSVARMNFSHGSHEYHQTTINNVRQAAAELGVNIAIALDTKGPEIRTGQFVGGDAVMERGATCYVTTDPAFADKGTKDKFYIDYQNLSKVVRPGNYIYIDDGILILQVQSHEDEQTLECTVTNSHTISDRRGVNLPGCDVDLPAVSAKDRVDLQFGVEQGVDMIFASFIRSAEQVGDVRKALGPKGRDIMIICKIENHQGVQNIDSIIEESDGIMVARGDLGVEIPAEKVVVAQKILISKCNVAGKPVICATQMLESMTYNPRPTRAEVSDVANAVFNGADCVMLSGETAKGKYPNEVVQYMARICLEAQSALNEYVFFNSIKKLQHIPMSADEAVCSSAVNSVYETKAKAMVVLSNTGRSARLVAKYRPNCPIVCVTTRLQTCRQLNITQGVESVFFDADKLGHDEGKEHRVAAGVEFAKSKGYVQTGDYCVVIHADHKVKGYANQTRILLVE
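ATP generated from ADP (0.1 mM) and PEP (0.5 mM) by 0.1 nM LmPK over 1 h at room temperature (pH 7.2 imidazole buffer) was detected by coupled luciferase luminescence. Values were normalized to uninhibited and no-enzyme wells.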
HCV inhibitor: HCV inhibition. Potency, µM (doses to about 41.8 µM), inactives show at the highest dose activity change, negative = inhibition, hits mostly inhibitors. Huh7.5.1 HCVcc-Cre infection, luciferase reporter, 44 h. 340,000 tested, 3.4% active; also: potency is read from the fitted curve at half-maximal effect
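Infectious HCV cell culture screen: compound-treated cells (1,000/well, pre-plated 4 h) are infected with HCVcc-Cre at roughly 0.5 moi and grown 44 h. Infection is quantified by luciferase signal after 15 min substrate incubation at room temperature.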
Starred values were filed as active, the others as inactive; ? = inconclusive; . = not tested or not shown; & = joins results of further samples; [ ] = remark or other dose. Unless noted, calls follow the shape of the dose curve; as a rule, active = well fitted curve in the direction sought with a large enough effect; inconclusive = small, poorly fitted or top-dose-only effect, or another doubt; inactive = no such curve, though single readings can be large; an effect the other way counts as inactive or inconclusive. Unless noted, % is scaled to controls: 0 for no effect and ±100 for the full control effect. An unsorted share of the library; overall some 7.5% were active at least once.

SMILES	AmpC inh no detg	AmpC detergent	AMA1-RON2 inh	HCMV antiviral	Tb PYK inh	LmPK inh	HCV inhibitor
Cc1cccc2c1-c1sc(C(=O)NCCCN3CCN(c4cccc(Cl)c4)CC3)cc1CO2	.	?	.	-75*	0%	.	.
CC(=O)Nc1cccc(CNCc2cccc(NC(C)=O)c2)c1	-18%	4%	22%	20	-1%	-5%	-3%
COc1cccc(/C=C/C(=O)Nc2ccc3c(c2)OCCO3)c1	?	-5%	-17%	104	0%	-3%	?
COc1ccc(CNC(=O)C(C)OC(=O)C23CC4CC(CC(O)(C4)C2)C3)cc1 (stereo not drawn)	-7%	-2%	15%[11.6 µM]	-24	-4%	1%	12%
Cc1nn(C)cc1NC(=O)c1cc2nc(-c3ccco3)cc(C(F)(F)F)n2n1	6%	-7%	-6%	-7	4%	-2%	?
COc1cc(SC)ccc1C(=O)Nc1c(C)cccc1C	-10%	-3%	8%	?	1%	7%	-19%
CCCNC(=S)Nc1ccc(Cl)cc1Cl	-3%	-13%	-2%	?	0%	1%	10%
COc1ccc(N2CC(NC(=O)COc3ccc(F)cc3)CC2=O)cc1OC (stereo not drawn)	.	-2%	.	-25	2%	.	.
Cc1ccc(-c2cc(NC(=O)c3ccccc3)on2)cc1	-22%	-1%	1%	21	-2%	2%	-9%
Cc1cccc(N2CCN(S(=O)(=O)c3ccc4c(c3)NC(=O)CS4)CC2)c1C	-35%	1%	-15%	?	4%	2%	?
COc1ccccc1CN1CCNC(=O)C1CC(=O)NCCC1=CCCCC1 (stereo not drawn)	84%[activator]	-7%	3%	-25	1%	8%	-2%
CCc1ccccc1N1CC23C=CC(O2)C(C(=O)OC)C3C1=O (stereo not drawn)	-23%	-3%	-1%	14	-8%	10%	13%
CN1CCN(c2cccc3c2S(=O)(=O)N[C@@H](Cc2ccccc2)CO3)CC1	.	.	4%	-16	0%	.	.
CCc1cc(=O)oc2cc(C)cc(OCC(=O)NCCCN3CCOCC3)c12	-4%	-13%	11%	-14	0%	4%	2%
COc1ccc(-c2nn(-c3ccccc3)cc2CN2CCCO2)c(F)c1	65%[activator]	2%	-10%	11	4%	6%	2%
COc1ccc(-c2noc(CCN3C(=O)c4ccccc4C3=O)n2)cc1OC	-15%	-14%	19%	19	15%	7%	-4%
Cc1ccc(S(=O)(=O)N2CCC(C(=O)N[C@@H](C)C(=O)NCC3CCCO3)CC2)cc1 (stereo partly drawn)	-12%	0%	-3%	-12	-5%	-2%	3%
Cc1cccc(/N=C/c2nc(-c3ccccc3Br)oc2O)n1	-31%	4%	-5%	5	2%	5%	0%
CC(=O)Nc1ccc(OCC(=O)c2cc(C)ccc2C)cc1	-1%	-2%	-13%	-7	-3%	13%	-12%
Cc1ccc(C(=O)CNc2ccccc2)cc1	-11%	1%	-9%	-24	-9%	0%	-10%
CCCN(CCC)CCCNC(=O)Cn1ncc2c3ccccc3n(Cc3ccccc3)c2c1=O	.	20%	.	-12	3%	.	.
N#Cc1ccccc1NC(=O)CSC1=Nc2ccccc2C2CC=NN12 (stereo not drawn)	-28%	1%	16%	-60*	-5%	9%	-12%
CCCCN(C(C)=O)c1c(CC)nc2ccc(C(=O)NCc3cccs3)cn12	.	.	9%	19	0%	.	.
CCN(CC)c1ccc(N=Cc2c(O)n(-c3cc(OC)ccc3OC)c(=O)[nH]c2=O)cc1	-1%	-1%	-9%	-31	-12%	8%	8%
Cc1ccc2c(=O)c(C(=O)c3ccc(F)cc3)cn(CC(=O)NCc3ccco3)c2n1	-4%	?	-5%	10	-2%	-7%	1%
CCN(CC)C(=O)Cn1cc(SCC(=O)Nc2cccc(C)c2)c2ccccc21	.	18%	.	8	-2%	.	.
CCn1c(SCC(=O)c2ccc(C)cc2)nnc1-c1ccncc1	43%	?	-6%	12	0%	1%	8%
Cc1ccc(NC(=S)/N=C(\N)Nc2nc(C)c3cc(C)ccc3n2)c(C)c1	-29%	-5%	33%[activator]	-86*	-10%	0%	2.8µM*
COc1ccc(C(=O)Nc2ccc(Cl)cc2C(=O)NCCO)cc1	.	4%	-1%	-23	-8%	2%	?
COc1ccc(C2=C(c3ccccc3)OC(OC)c3cc(F)ccc32)cn1 (stereo not drawn)	.	.	-3%	?	-5%	.	.
COCc1nnc(NC(=O)COc2ccc3c(c2)OCO3)s1	-7%	-2%	-8%	55	2%	-4%	13%
N=C1C(c2ccccc2)=C(O)CN1c1ccccc1	-11%	0%	-9%	-32	8%	2%	15%
Cc1ccc(-c2nc(CN(Cc3cnn(C)c3)C(C)C)c(C)o2)o1	13%	-6%	1%	-26	-3%	5%	1%
CC(=O)Nc1cccc(-c2nnc(SCC(=O)N3CCCCC3)n2C)c1	-23%	0%	-2%	11	4%	4%	0%
O=C(CCC1N=C2c3ccccc3N=C(SCc3ccc(F)cc3)N2C1=O)NCc1ccc(F)cc1 (stereo not drawn)	.	9%	.	28	0%	.	.
O=C(Nc1ccccc1)Nc1ccc(Nc2ccccc2)cc1	.	.	-5%	40	0%	.	3%
CN(C)CCNc1nc2sc3c(c2c(=O)n1-c1ccccc1)CCCCC3	59%	1%	-3%	1	-8%	0%	-56%
NC(=S)N/N=C1\CC(c2ccc3c(c2)OCCCO3)Oc2ccc(F)cc21 (stereo not drawn)	-39%	-6%	7%	-14	-13%	2%	8.9µM*
Nc1[nH]c(=O)[nH]c(=O)c1N=Nc1ccc(C(=O)O)cc1	-8%	3%	0%	-36	6%	-10%	6%
CC(C)C[C@H](NC(=O)C1CC(=O)N(c2ccc3c(c2)OCO3)C1)C(=O)NC1CCCC1 (stereo partly drawn)	-2%	0%	-11%	2	-9%	1%	14%
O=C(CCCNC(=O)c1ccc(Cl)cc1)Nc1ccc(Br)cc1	-14%	0%	34%[activator]	-8	2%	2%	?
N#Cc1ccc(-c2cccc3nccn23)cc1	.	.	1%	20	8%	.	.
Cc1c(Br)c([N+](=O)[O-])nn1C(C)C(=O)Nc1c(C)n(C)n(-c2ccccc2)c1=O (stereo not drawn)	-33%	6%	5%	-2	0%	-3%	-13%
CCCOc1ccc(N2C(=O)CC(N3CCN(S(=O)(=O)c4ccccc4)CC3)C2=O)cc1 (stereo not drawn)	97%[activator]	-12%	10%	-5	.	-5%	-18%
Cc1cccnc1NC(=O)CNC(=O)C1CCCCC1	-10%	?	5%	-29	-1%	.	4%
Cn1c(=O)c2c(ncn2CC(COCc2ccccc2)OCc2ccccc2)n(C)c1=O (stereo not drawn)	61%[activator]	7%	19%	-34	1%	-4%	4%
O=C(Nc1nnc(-c2ccc(Cl)cc2)o1)c1ccccc1Br	-18%	-7%	114%[activator]	38	4%	8%	0%
CCN1C(=O)[C@H]2[C@@H](c3ccc(C(F)(F)F)cc3)N[C@]3(CCCN(Cc4cccn4C)C3=O)[C@H]2C1=O	.	.	-15%	0	1%	.	.
O=C(OCCNC(=O)c1cc2ccccc2oc1=O)c1cccnc1	-4%	0%	-4%	-15	-9%	4%	7%
O=C(Cc1cccs1)NCc1cccnc1	-9%	-10%	-2%	19	7%	0%	-3%
CCOC(=O)c1cc(-c2cc(OC)c(OC)c(OC)c2)nc2c1c(=O)[nH]c(=O)n2Cc1ccccc1	-29%	-6%	17%	117	-2%	0%	?
COCCn1c(C)cc(C(=O)CSc2nc3ccccc3s2)c1C	53%	-3%	-20%	-83*	0%	-3%	10µM*
COc1ccccc1CNc1nc(NC(C)C)nc2cc(-c3ccccc3)sc12	.	.	-19%	-36	-5%	.	.
CCc1c(Cl)nc(N)nc1Nc1ccccc1C	.	.	-6%	-11	5%	.	?
O=C(NC1CC2CCC(C1)N2Cc1nnnn1Cc1ccco1)NC12CC3CC(CC(C3)C1)C2 (stereo not drawn)	17%	?	13%	?	0%	-2%	-20%&-16%
CCCCN(C)C(=O)c1sc(=O)n(Cc2ccc(Cl)c(Cl)c2)c1C	.	.	-4%	-34	0%	.	.
NNC(=O)COc1ncn(-c2ccccc2)n1	.	0%	2%	-1	-5%	-2%	-1%
COc1ccc(NC(=O)COC(=O)[C@@H]2CCCN2C(=O)c2cccs2)c(OC)c1	-10%	-10%	3%	-14	10%	-3%	15%
CCOC(=O)C1CCCN(C(=O)c2nn(-c3ccc(C)cc3)c(=O)n(C)c2=O)C1 (stereo not drawn)	.	23%	.	7	0%	.	.
CC1CN(c2nc(-c3ccccc3)nnc2-c2ccccc2)CC(C)O1 (stereo not drawn)	23%	-6%	-6%	-35	1%	6%	-5%
(next part)
SMILES	AmpC inh no detg	AmpC detergent	AMA1-RON2 inh	HCMV antiviral	Tb PYK inh	LmPK inh	HCV inhibitor
COc1ccc(N2C(=O)C3CCCN3C2c2ccc(C)o2)cc1 (stereo not drawn)	-26%	1%	17%	20	4%	1%	10%
CCOc1ccc(C(=O)Nc2ccccc2C(=O)O)cc1	-15%	4%	25%	62	1%	-4%	15%
CC(=O)O[C@@H]1CC[C@]2(C)C3CC[C@]4(C)C(=O)[C@H](O)CC4C3[C@@H](OC(C)=O)C[C@H]2C1 (stereo partly drawn)	17%	.	-11%	-20	-6%	.	8%
C[C@H](CO)N1C[C@H](C)[C@@H](CN(C)S(=O)(=O)c2ccc(F)cc2)Oc2c(NC(=O)NC3CCCCC3)cccc2C1=O	227%[activator]	.	6%	3	0%	.	?
